# Screening data deposited in PubChem BioAssay by several laboratories.
# GASC-1 inh = inhibitors of GASC-1 histone demethylase, primary screen, biochemical, fluorescence, DELFIA europium; Lysine-specific demethylase 4C (Homo sapiens), Q9H3R0; inhibition, % at 2.35 µM; hit rate 0.069% among 330,000; GST-JMJD2C(1-420) H3K9me3 demethylation;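 active = more than half of a compound's replicate wells show inhibition beyond 50%, single wells judged on their own value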;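 also: signal counts dimethyl H3K9 product captured on neutravidin plate; 0% = median of DMSO wells and 100% = 0.3 times that DMSO median; strong numbers were not always called active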
# Efflux pump inh = inhibitors of Candida efflux pumps in yeast, primary screen, S. cerevisiae, Nile Red, multiplex; inhibition, % at 10 µM; hit rate 0.44% among 330,000; S. cerevisiae Candida pump triplex;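 active = plate passing quality check with inhibition over a set limit, or well fluorescence over plate mean plus 4 SD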;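 also: Nile Red retained in pooled yeast measured as flow cytometry median fluorescence; 0% = buffer negative control and 100% = Enniatin B positive control; higher means more Nile Red kept so more efflux inhibition; some compounds called inactive have numbers as strong as hits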
# TPT1 inh = Candida albicans TPT1 enzyme inhibitors, primary screen, biochemical, fluorescence polarization; tRNA 2'-phosphotransferase TPT1 (Candida albicans SC5314); recombinant caTPT1, FP RNA substrate dephosphorylation; hit rate 0.81% among 300,000; inhibition, % at 5 µM;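 active = inhibition above the mean of all tested compounds plus 3 SD, set per screening campaign, cut at about 24% in these data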;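 also: plate controls were DMSO alone for no effect and ferristatin control at 100 nM for full effect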
# PP1 inh = PP1-alpha phosphatase inhibitors, primary screen, counter-screen for PP5 inhibitor project, biochemical, fluorescence, OMFP substrate, single point. Serine/threonine-protein phosphatase PP1-alpha catalytic subunit (Homo sapiens), P62136. purified PP1alpha. inhibition, % at 6.7 µM. hit rate 0.9% among 320,000. AID 2235, 2010;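 active = inhibition above the mean inhibition of all tested compounds plus 3 SD, computed separately for each screening campaign, cut at about 15% in these data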
# Target sequence (P62136 whole entry, looked up): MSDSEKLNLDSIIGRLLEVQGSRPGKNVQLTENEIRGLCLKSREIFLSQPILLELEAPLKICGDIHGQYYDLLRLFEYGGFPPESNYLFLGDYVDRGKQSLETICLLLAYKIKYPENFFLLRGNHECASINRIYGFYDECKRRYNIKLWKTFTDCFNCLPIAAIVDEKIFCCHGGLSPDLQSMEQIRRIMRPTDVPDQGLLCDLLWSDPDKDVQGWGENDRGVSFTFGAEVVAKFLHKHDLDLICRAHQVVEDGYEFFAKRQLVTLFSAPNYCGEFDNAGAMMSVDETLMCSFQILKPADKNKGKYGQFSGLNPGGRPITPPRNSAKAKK
# PREPL inh = PREPL enzyme inhibitors, primary screen, biochemical, fluorescence polarization | Prolyl endopeptidase-like (Homo sapiens), Q4J6C6 | recombinant PREPL, fluorescence polarization activity-based probe | inhibition, % at 5.96 µM | hit rate 0.68% among 320,000 | AID 2751, 2010; in the data active = inhibition above about 43%;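 also: 0% = enzyme with DMSO and 100% = wells lacking enzyme; many of its hits are not listed in these tables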
# PP5 inh = PP5 phosphatase inhibitors, primary screen, biochemical, fluorescence. Serine/threonine-protein phosphatase 5 (Homo sapiens), P53041. hit rate 0.18% among 320,000. purified PP5c, OMFP substrate fluorescence. inhibition, % at 6.7 µM;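 active = inhibition above the campaign's mean inhibition across all tested compounds plus 3 SD, cut at about 9.5% in these data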;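 also: 0% = DMSO only and 100% = 100 µM cantharidin control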
# Target sequence (P53041 whole entry, looked up): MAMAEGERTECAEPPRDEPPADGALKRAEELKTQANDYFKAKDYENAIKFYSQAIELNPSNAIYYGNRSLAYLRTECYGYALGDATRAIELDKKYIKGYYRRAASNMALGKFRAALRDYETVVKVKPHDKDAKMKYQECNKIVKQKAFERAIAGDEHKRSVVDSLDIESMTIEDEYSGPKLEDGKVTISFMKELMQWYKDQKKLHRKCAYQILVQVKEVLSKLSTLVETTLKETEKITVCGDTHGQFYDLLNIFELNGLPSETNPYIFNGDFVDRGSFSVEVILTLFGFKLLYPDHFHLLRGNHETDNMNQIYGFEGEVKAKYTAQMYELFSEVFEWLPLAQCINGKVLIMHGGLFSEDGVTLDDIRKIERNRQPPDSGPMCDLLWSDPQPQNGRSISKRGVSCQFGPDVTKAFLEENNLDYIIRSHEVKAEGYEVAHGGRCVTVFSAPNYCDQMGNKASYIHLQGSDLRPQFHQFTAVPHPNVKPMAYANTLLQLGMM
# CTSL1 counter = Fasciola hepatica cathepsin L1 inhibitors, primary screen, counter-screen for PFM18AAP inhibitor project, biochemical, QFRET, fluorogenic peptide substrate; hit rate 0.49% among 300,000; inhibition, % at 5.96 µM; recombinant F. hepatica cathepsin L1, Z-Leu-Arg-MCA fluorescence;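 active = inhibition above the mean of all tested compounds plus 3 SD, set per screening campaign, cut at about 17% in these data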;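 also: 0% = plate median of test compound wells and 100% = 1 µM Z-Phe-Ala-diazomethylketone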
# core dimer inh = inhibitors of HCV core protein dimerization, primary screen, biochemical, TR-FRET, high-throughput. inhibition, % at 5 µM. TR-FRET GST/Flag-core106 dimerization, 1536-well. hit rate 0.33% among 300,000;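 active = inhibition above the mean of all tested compounds plus 3 SD, set per screening campaign, cut at about 45% in these data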
#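 Assay system: Tagged HCV core106 pair (GST and Flag) | Buffer or medium: KF-containing HEPES buffer, pH 7.45, DTT, CHAPS, BSA | Also added: Eu donor and XL665 acceptor anti-tag antibodies | Dosing: One concentration, 5 µM, in 0.5% DMSO | Timing: 4 h at 22.5 °C | Technique: TR-FRET 671 and 617 nm emission | Repeats: Singlicate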
# LYPLA2 inh = LYPLA2 inhibitors, primary screen, counter-screen for PME1 inhibitor project, biochemical, fluorescence polarization, FP-Rh probe ABPP; inhibition, % at 5.9 µM; hit rate 0.38% among 320,000; recombinant LYPLA2; Acyl-protein thioesterase 2 (Homo sapiens), O95372;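 active = inhibition above the screen-wide mean plus 3 SD, limit set per campaign, cut at about 26% in these data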;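 also: 0% = LYPLA2 with DMSO and 100% = wells lacking LYPLA2 enzyme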
# Target sequence (O95372 whole entry, looked up): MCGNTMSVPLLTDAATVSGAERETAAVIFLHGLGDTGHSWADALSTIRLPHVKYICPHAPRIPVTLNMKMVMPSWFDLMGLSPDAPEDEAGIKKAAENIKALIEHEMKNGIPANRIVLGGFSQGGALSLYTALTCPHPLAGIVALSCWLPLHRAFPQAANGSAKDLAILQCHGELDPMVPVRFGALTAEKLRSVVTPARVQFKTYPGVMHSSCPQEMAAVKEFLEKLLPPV
# The depositor's hits bear a star; · = not tested or not shown. A portion of the library. The share of hits here may be higher or lower than overall.
SMILES,GASC-1 inh,Efflux pump inh,TPT1 inh,PP1 inh,PREPL inh,PP5 inh,CTSL1 counter,core dimer inh,LYPLA2 inh
Cc1nc(SCC(=O)Nc2cc(C)on2)c2c3c(sc2n1)CCCC3,-5,0.0,4,4,10,0.7,2,5,5
COCCOCCOCCC(=O)NC1CC2CCC1(C)C2(C)C (stereo not given),-5,-0.4,-1,0,1,0.3,-3,-1,4
N#C/C(=C\C1=C(N2CCOCC2)C(=C/c2cccc([N+](=O)[O-])c2)/CC1)C(=O)Nc1ccccc1F,9,1.5,14,5,-6,1.1,0,4,-23
CSc1nccc(-c2c(-c3ccc(Cl)cc3)noc2C)n1,-5,0.0,1,0,11,3.4,4,-3,15
O=C(CCc1ccccc1)Nc1ccc(N2CCCCC2)cc1,5,-0.8,0,-2,3,-2.2,-4,0,0
Cc1noc(C)c1CSCC(=O)Nc1nc2ccccc2s1,-10,0.0,4,-3,4,0.8,-9,5,2
Cc1cc(C)cc(Oc2nc3c(C)cccn3c(=O)c2/C=C(\C#N)C(=O)NC2CCS(=O)(=O)C2)c1 (stereo not given),6,0.2,0,-3,9,2.2,1,10,-2
COc1ccccc1NC(=S)N1CCN(Cc2ccc3c(c2)OCO3)CC1,0,-1.4,-3,2,6,-0.3,-4,-7,-4
O=S(=O)(Nc1nc2ccccc2nc1Nc1cccc(S(=O)(=O)N2CCCCC2)c1)c1ccccc1,5,0.0,-7,25*,17,9.8*,9,22,13
O=C(Nc1cc(C(F)(F)F)ccc1N1CCOCC1)c1n[nH]c(=O)c2ccccc12,6,-0.1,0,-1,0,-1.2,6,8,-5
COc1ccc(C2CC(c3cccs3)=NN2C(=O)CCC(=O)O)cc1 (stereo not given),-3,-0.1,1,1,-12,-0.5,0,2,4
CCC(C)[C@@H]1NC(=O)N(CCCN2CCCC2=O)C1=O (stereo not given in full),-9,-0.2,2,-4,-12,-0.6,-3,0,-6
Cc1cc(C(=O)CSc2nn3c(=O)c(C(C)(C)C)nnc3s2)c(C)n1C,-3,0.2,2,-4,-3,0.8,1,9,-3
CC(C)Sc1nc(NCc2ccco2)c2c3c(sc2n1)COC(C)(C)C3,12,0.1,5,3,3,-1.1,2,45,-7
COc1cccc(C(=O)NNC(=O)Cc2ccc([N+](=O)[O-])cc2)c1,-2,-0.3,-1,-5,7,1.8,-1,-7,7
CCC(=O)Nc1ccc(NC(=O)c2oc3ccccc3c2C)cc1,-10,0.1,2,0,2,4.7,3,-4,3
CC(C)(C)CN1CCNC(=O)C1CC(=O)NCCc1ccccc1C(F)(F)F (stereo not given),-11,-0.1,-7,2,12,-1.3,5,-3,-3
COc1ccc(C(C(N)=O)c2ncc(C(F)(F)F)cc2Cl)cc1 (stereo not given),-4,-0.1,-4,2,1,-2.5,0,-8,3
CC1CCc2sc(C(=O)Nc3nnc(SCc4ccc(F)cc4)s3)cc2C1 (stereo not given),-4,0.2,6,2,8,3.0,-1,26,5
O=C(NCC1CCCO1)c1ccc(Oc2ccc([N+](=O)[O-])cc2)cc1 (stereo not given),-13,-0.1,-1,3,1,-0.9,0,-7,14
CC1CC1C(=O)Nc1nc2ccc(Cl)cc2s1 (stereo not given),0,0.0,4,1,-5,2.0,0,-3,-7
O=C(NCCOc1ccccc1)c1n[nH]c(=O)c2ccccc12,0,-0.1,0,-4,5,-0.6,0,1,1
O=C(O)c1ccc2c(c1)C(=O)N(c1ncccn1)C2=O,-5,0.1,-4,1,9,-0.1,1,7,11
Cc1ccc(C(=O)COC(=O)CCN2C(=O)C3C4CCC(C4)C3C2=O)cc1C (stereo not given),13,-0.1,-3,-5,22,-8.5,9,-2,0
CC(C)CCNC(=O)c1ccc(-n2cnc3cccnc32)cc1,-5,-0.1,-3,-6,20,-1.2,0,13,6
CC(CN1CCCCC1)OC(=O)c1ccco1 (stereo not given),7,-0.1,-7,1,-1,-0.2,3,-3,-3
COc1ccc(CN2C(=O)c3cccnc3C2=O)cc1S(=O)(=O)N(C)c1cccc(C)c1,-8,-0.2,1,-3,2,-1.7,-1,7,7
COc1cc(OC)cc(N(C(=O)c2ccco2)C(C(=O)NC2CCCC2)c2ccc(N3CCOCC3)cc2)c1 (stereo not given),-2,0.3,-4,2,16,1.2,-2,3,3
CCC1(c2ccccc2)NC(=O)N(CC(=O)Nc2ccc(Cl)c(S(=O)(=O)N3CCCCC3)c2)C1=O (stereo not given),7,0.0,1,-4,-8,2.6,-36,5,-20
COc1ccc(CNc2nc(NCc3ccc(OC)cc3)n(C(=O)c3ccccc3[N+](=O)[O-])n2)cc1,2,-0.1,2,1,-5,-0.4,1,4,2
O=C(CCCN1C(=O)/C(=C\c2cccs2)SC1=S)Nc1ccc(C(=O)O)cc1,-23,-0.1,-4,-3,11,0.7,0,-2,5
CCOC(=O)C1CN(c2cc3c(cc2F)c(=O)c(C(=O)O)cn3CC)OC1C(=O)OCC (stereo not given),14,0.0,0,3,4,0.5,-1,-2,3
Cc1ccc(-c2csc(NC(=O)CN3CC(C)OC(C)C3)n2)cc1 (stereo not given),-14,0.0,-2,1,-1,1.5,3,13,-4
CCN(C(=O)COC(=O)COc1ccc2c(C)cc(=O)oc2c1)C1CCS(=O)(=O)C1 (stereo not given),5,-0.2,-2,4,4,-0.6,-8,-7,8
Cc1ccc(-c2csc3ncn(/N=C/N(C)C)c(=O)c23)o1,4,0.0,1,-5,-4,1.9,3,2,-4
Cc1ccc2c(c1)C1CN(C)CCC1N2Sc1ccccc1[N+](=O)[O-] (stereo not given),-4,-0.1,-2,1,45*,1.7,2,-6,2
O=C(N/N=C/c1cccc(OC(=O)c2ccc3c(c2)OCO3)c1)c1cncc(Br)c1,4,0.3,2,9,-17,5.4,-2,11,-49
Cc1cc(N/N=C/c2ccco2)c2ccccc2n1,-10,0.1,2,-2,-2,1.9,-1,-2,-5
COc1ccc(CC(=O)NCC(=O)N/N=C/c2cc(Br)ccc2OC)cc1,-19,0.0,-1,5,-9,-1.5,0,3,-4
CCN1CCCC(OC(=O)c2cc(-c3ccccc3Cl)nc3ccccc23)C1 (stereo not given),11,-0.3,1,4,-8,3.5,-6,-3,1

# Entries listed so far marked active in PP5 inh.
SMILES	GASC-1 inh	Efflux pump inh	TPT1 inh	PREPL inh	PP5 inh	core dimer inh
O=S(=O)(Nc1nc2ccccc2nc1Nc1cccc(S(=O)(=O)N2CCCCC2)c1)c1ccccc1	5	0.0	-7	17	9.8*	22

# Individual results from the list:
# Under PP5 inh, `Cc1cc(C(=O)CSc2nn3c(=O)c(C(C)(C)C)nnc3s2)c(C)n1C` has the entry 0.8
# Under Efflux pump inh, `COc1ccc(C2CC(c3cccs3)=NN2C(=O)CCC(=O)O)cc1` (stereo not given) has the entry -0.1
# Under CTSL1 counter, `CC1CCc2sc(C(=O)Nc3nnc(SCc4ccc(F)cc4)s3)cc2C1` (stereo not given) has the entry -1

# Carrying on.
SMILES,GASC-1 inh,Efflux pump inh,TPT1 inh,PP1 inh,PREPL inh,PP5 inh,CTSL1 counter,core dimer inh,LYPLA2 inh
COc1ccc(C(=S)N2CCOCC2)cc1OC(=O)c1cc([N+](=O)[O-])c(C)c([N+](=O)[O-])c1,-3,-0.1,3,5,14,3.6,0,36,8
Cc1cc([N+](=O)[O-])nn1CC(=O)N1CCc2ccccc2C1,-4,0.0,-4,0,-9,2.2,-2,3,0
O=c1oc2cc([N+](=O)[O-])ccc2nc1/C=C(O)/C=C/c1ccccc1,-3,0.2,-1,-3,-1,3.2,1,1,4
CC(=O)Nc1ccc(Oc2ccc(NC(C)=O)c(NC(C)=O)c2)cc1,-17,0.2,2,-3,-4,-0.4,0,-5,5
O=C1C2CC=CCC2C(=O)N1c1ccc(NCCc2ccc(O)cc2)c([N+](=O)[O-])c1 (stereo not given),18,0.6,0,3,10,2.6,4,3,11
CCS(=O)(=O)c1ccc(-c2cccc(NC(=O)c3ccc(Br)o3)c2)nn1,3,-0.1,-1,-3,0,-2.1,1,0,-1
COc1ccccc1C(=O)NCCn1cc(SCC(=O)NCC2CCCO2)c2ccccc21 (stereo not given),2,0.1,1,-3,-12,1.4,-5,9,2
CCCN(CCC)CCNC(=S)Nc1ccc2nc3n(c(=O)c2c1)CCCCC3,0,0.1,2,-3,-15,4.0,-2,-6,4
COc1ccc(/C(C)=N/NC(=O)CNC(=O)c2ccco2)c(OC)c1,6,-0.2,0,-3,-1,0.9,0,5,-2
Cc1nc2ccccc2c2oc(C(=O)NCCCN3CCCC(C)C3)cc12 (stereo not given),-3,0.1,1,-4,-12,-0.5,0,7,5
Cn1c(=O)c(C#N)c(-c2ccccc2)n2cnnc12,13,0.0,0,-1,-1,0.0,-3,-3,-2
Cc1nc(NC2CCCC2)sc1C(=O)N(C)C,-6,0.5,-4,-1,10,5.1,-2,1,2
Cc1cccc(CSc2nnc3c(n2)[nH]c2ccccc23)c1,-21,-0.1,-2,5,5,0.9,3,7,3
COC(=O)CSc1nn(-c2ccc(F)cc2)c(=S)s1,-23,0.2,3,-5,16,-0.5,-6,0,-5
COc1ccc(CNC(=O)c2cc(-c3cc(C)ccc3O)n[nH]2)cc1,0,-0.1,-2,-1,17,1.5,-1,-1,-3
Nc1ncnc2c1ncn2[C@@H]1O[C@H](COS(=O)(=O)O)[C@@H](O)[C@H]1O,4,-0.1,·,1,13,1.6,·,·,6
COc1cccc(/C=N/n2c(CO)nc3ccccc32)c1OC,18,0.0,3,-6,-3,3.0,4,-1,-6
O=C(COC(=O)c1cnccn1)c1ccc([N+](=O)[O-])cc1,-1,0.0,-4,-3,6,1.6,-4,-1,10
C/C=C/C=C/C(=O)O,-4,0.1,·,-4,7,2.1,·,·,1
O=C(COC(=O)/C=C/c1ccc(F)cc1)NCc1cccs1,-5,0.1,·,-2,-6,1.8,·,·,6
CCOc1ccc(CCNC(=O)c2[nH]c(C)c(C(C)=O)c2C)cc1OCC,1,-0.1,0,-3,-4,0.3,4,7,3
COc1ccc(Cl)cc1NC(=O)CSc1nnc(CN2CCOCC2)n1-c1ccc(Cl)cc1,0,0.0,-1,3,12,1.8,0,0,-7
COc1cc2c3c([nH]c2cc1F)C(=O)NCC3,3,·,-3,2,4,0.7,-1,-1,-4
COc1ccc(CC(=O)N2CCC3(CC2)NCCc2[nH]cnc23)cc1,7,-0.2,-2,-2,1,2.6,0,8,4
O=C(O)CC(C(=O)O)N1C(=O)/C(=C/c2ccc(-c3nc4ccccc4s3)o2)SC1=S (stereo not given),-2,-0.1,91*,11,17,2.3,8,8,15
Cc1ccc(-c2nsc3c(N4CCC(C(N)=O)CC4)ncnc23)cc1,13,-0.1,-6,2,-1,-0.2,2,0,7
CCc1nc2n[nH]c(N)c2c2c1CCCC2,11,0.0,0,-5,5,-0.3,-1,-1,5
Cc1ccc(S(=O)(=O)N2CCCCC2)cc1C(=O)NCCN1CCOCC1,-2,0.2,·,2,0,3.1,·,·,3
